hcDAF-12 act – activators of H. contortus DAF-12 nuclear receptor; HEK293 hcDAF-12 lit1-tk-luc reporter, luminescence; 0% DMSO, 100% Δ7-dafachronic acid; 370,000 tested, 1.4% active; activation, % at 6.8 µM;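 active = activation above the mean of all tested compounds plus 3 SD, cut at about 5.5% in these data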;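 note: 100% = response to 3 µM Δ7-dafachronic acid high control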
GAA850 FXN act – frataxin GAA850 promoter activation; 360,000 tested, 0.56% active; activation, % at 6 µM; HEK293 lucGAA850 FXN promoter luciferase reporter, 24 h; percent of 10 µM SAHA response;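 active = activation above the average of all compounds screened plus 3 SD, cutoff fixed separately per campaign, cut at about 7.5% in these data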;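 note: 0% = DMSO wells and 100% = 10 µM SAHA wells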
sPLA2-III inh – Blocks human group III sPLA2 activity; inhibition, % at 12.2 µM; 370,000 tested, 0.56% active; AID 743126; QFRET BODIPY PC-A2 liposome hydrolysis, fluorescence;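 active = inhibition above mean plus 3 SD of compounds lying within the high and low control bounds, cut at about 19% in these data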;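 note: 0% = median of test compound wells and 100% = no enzyme DMSO wells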
Target sequence (Q9NZ20 whole entry, looked up): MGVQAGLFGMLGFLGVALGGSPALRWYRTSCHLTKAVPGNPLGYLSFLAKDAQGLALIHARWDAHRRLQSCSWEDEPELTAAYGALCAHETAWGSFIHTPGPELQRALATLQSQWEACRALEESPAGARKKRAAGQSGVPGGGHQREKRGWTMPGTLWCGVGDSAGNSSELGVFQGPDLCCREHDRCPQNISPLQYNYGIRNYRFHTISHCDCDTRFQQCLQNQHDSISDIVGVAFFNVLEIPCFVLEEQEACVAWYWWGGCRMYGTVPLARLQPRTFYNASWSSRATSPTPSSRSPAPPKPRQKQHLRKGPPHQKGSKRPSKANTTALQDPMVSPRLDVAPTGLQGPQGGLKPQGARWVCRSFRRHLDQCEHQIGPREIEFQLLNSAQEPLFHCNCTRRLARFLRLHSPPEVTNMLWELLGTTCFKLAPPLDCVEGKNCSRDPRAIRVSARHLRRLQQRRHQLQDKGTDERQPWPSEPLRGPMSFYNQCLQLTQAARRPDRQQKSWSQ
PLCg1 inh – PLC-gamma1 (human) inhibition, primary screen; purified PLC-gamma1, fluorogenic substrate, fluorescence; AID 720700; inhibition, % at 12.2 µM; 370,000 tested, 0.84% active; in the data active = inhibition above about 9.5%
ssDAF12 agonist – activates DAF-12 receptor from parasite S. stercoralis; HEK293 ssDAF-12/GRIP1 lit1-tk-luc reporter, luminescence; % of 3 µM dafachronic acid response; activation, % at 6.8 µM; 370,000 tested, 1% active; AID 652126;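 active = activation above the mean over all tested compounds plus 3 SD, cut at about 0.9% in these data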;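 note: 0% = DMSO-only wells and 100% = 3 µM delta7-dafachronic acid wells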
DAX1 inh-1 – inhibitors of DAX1 repression of SF-1 activated StAR promoter; AID 652010; HEK293T StAR-luciferase reporter, SF-1/DAX-1 repression relief; inhibition, % at 6.8 µM; 370,000 tested, 1.1% active;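 active = inhibition above the mean over all tested compounds plus 3 SD, cut at about 3.6% in these data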;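 note: 0% = DAX-1 cells with DMSO and 100% = cells lacking DAX-1 with DMSO; higher inhibition means more luminescence from relief of DAX-1 repression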
hgDAF-12 ag – agonists of H. glycines DAF-12 nuclear receptor; HEK293 GAL4-hgDAF12 UAS-luciferase reporter, agonist luminescence; normalized to butyrate control; activation, % at 6.8 µM; 370,000 tested, 1.8% active;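 active = activation above a cutoff set at the mean of all screened compounds plus 3 SD, cut at about 10% in these data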;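 note: 0% = DMSO wells and 100% = sodium butyrate wells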
ADAM17 inh – ADAM17 inhibition, QFRET primary screen; P78536; recombinant ADAM17, EDANS/DABCYL FRET peptide cleavage; inhibition, % at 6.95 µM; 370,000 tested, 0.83% active; AID 720648;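 active = inhibition above the mean of compounds lying between control limits plus 3 SD, set per campaign, cut at about 8.5% in these data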;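 note: 0% = DMSO-only wells as the low control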
DAX1 inh-2 – inhibits human nuclear receptor DAX1 | 340,000 tested, 0.99% active | inhibition, % at 6.75 µM | P51843 | AID 504766 | HEK293 Gal4-DAX1 luciferase reporter, luminescence;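 active = inhibition above the mean over all tested compounds plus 3 SD, cut at about 4.2% in these data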;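 note: 0% = DAX1-transfected cells with DMSO and 100% = empty-vector control cells with DMSO; inhibition shows as a rise in luminescence from relieved DAX1 repression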
Target sequence (P51843 207-470 limits assumed): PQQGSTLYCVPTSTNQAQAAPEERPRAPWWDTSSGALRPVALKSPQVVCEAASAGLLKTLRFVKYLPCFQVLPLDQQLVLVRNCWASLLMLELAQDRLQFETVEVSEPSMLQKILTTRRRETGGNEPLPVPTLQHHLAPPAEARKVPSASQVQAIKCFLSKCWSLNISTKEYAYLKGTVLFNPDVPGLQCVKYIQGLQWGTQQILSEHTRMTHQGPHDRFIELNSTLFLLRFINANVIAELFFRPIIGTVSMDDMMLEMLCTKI
ADAM10 inh – inhibitors of human ADAM10. O14672. recombinant ADAM10, EDANS/DABCYL FRET peptide cleavage, 3 h. inhibition, % at 7 µM. 370,000 tested, 0.62% active. AID 720582;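 active = inhibition above a per-campaign cutoff equal to the mean of compounds falling between control-based bounds plus 3 SD, cut at about 20% in these data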;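 note: 0% = DMSO wells while the 100% control is not disclosed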
PLC-beta3 inh – inhibitors of human phospholipase C beta3; Q01970; Purified PLC-beta3, fluorogenic substrate, fluorescence; inhibition, % at 12.2 µM; 370,000 tested, 0.18% active; in the data active = inhibition above about 11%;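 note: 0% = median of compound wells on plate and 100% = full blocker control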
* = called active by the depositor; i = inactive; . = not tested or not shown. The list is partial, so the mix of outcomes need not match the whole.

smiles	PLC-beta3 inh	ssDAF12 agonist	PLCg1 inh	sPLA2-III inh	DAX1 inh-2	hgDAF-12 ag	hcDAF-12 act	GAA850 FXN act	DAX1 inh-1	ADAM17 inh	ADAM10 inh
CCN(c1ccc(C(O)(C(=O)OC)C(F)(F)F)cc1)S(=O)(=O)c1ccc(C)cc1 (centres undefined)	-62	-1.8	1	-17	0.0	-1.6	-1.9	-1.0	0.1	1	8
CC1CCCN(CC(=O)c2ccc(Cl)c(Cl)c2)C1 (centres undefined)	-3	-0.7	-2	-3	0.7	2.4	-1.1	-0.1	2.0	-1	-4
CCOC(=O)[C@]12Cc3cc(OC)ccc3[C@H]1N(CC(=O)OC)C(=O)c1ccccc12	-1	-1.2	-3	-2	.	-1.3	0.9	.	-0.9	-4	-15
COc1ccc(-n2nnnc2C(c2ccnc3ccccc23)N2CCC3(CC2)C(=O)NCN3c2ccccc2)cc1 (centres undefined)	1	-0.5	2	-4	.	-2.7	-1.8	.	-1.1	-1	3
CCCCN1C(=O)/C(=C/C=C/c2ccco2)C(=O)NC1=S	-54	-1.2	-38	-4	3.1	-1.4	-1.2	1.8	-0.2	-2	6
COc1ccc(-c2ccc(OC)c(OC)c2OC)cc1	-10	-1.4	-1	12	-1.0	6.5	0.4	-3.1	-3.6	0	-11
CN1CCC(OC(=O)c2cccc(F)c2)CC1	1	-0.9	3	-2	0.1	-0.8	-0.3	-1.0	-0.3	2	3
CCCC[n+]1cc(/N=C(\[O-])OC)on1	-1	-0.7	-2	0	0.6	-2.5	0.1	3.9	-0.4	-4	1
C=CCn1c(O)c(C(C)=NCCc2ccccc2)c(=O)[nH]c1=O	1	-1.5	-1	1	1.3	-3.6	-1.4	-2.0	-0.2	-1	4
O=C(O)COc1ccc(Cl)cc1Cl	-3	-1.8	-1	-5	2.5	-0.9	-1.0	-0.7	0.1	-2	0
O=[N+]([O-])c1ccc(N2CCNCC2)cc1N1CCCCCC1	8	-1.6	8	36*	0.2	-3.8	-2.0	1.6	-1.2	-4	7
CN1[C@@H]2CCC[C@H]1CC(=O)C2	3	-1.0	-2	6	0.5	-3.0	-1.3	0.6	-0.8	-6	-3
C/C(=N\NP(=S)(c1ccccc1)c1ccccc1)c1ccc(O)cc1O	-8	-1.1	0	-5	-0.4	1.0	0.3	1.2	-0.3	1	4
C=C1[C@@H](C)[C@H]2[C@H](Cc3ccccc3)NC(=O)[C@]23OC(=O)/C=C/[C@H](O)CCC[C@@H](C)C/C=C/[C@H]3[C@@H]1O	2	-1.4	2	2	-1.9	-6.8	-1.9	-9.6	-3.9	-1	4
CCC(=NCCN1CCOCC1)c1c(O)n(-c2ccccc2C)c(=O)[nH]c1=O	-46	-1.1	-4	0	0.1	0.8	-1.3	0.7	-0.9	-6	-13
CN(C(=O)Oc1ccc([N+](=O)[O-])cc1)c1ccccc1	-1	-1.4	1	3	1.8	2.6	-0.8	3.0	-0.5	-4	-1
Cc1cc(-c2cc(C)c(N)c(C)c2)cc(C)c1N	8	-0.1	-1	22*	-0.3	5.6	-0.9	2.5	-0.2	2	15
O=C1NC(=O)C(Cc2ccccc2)(Cc2ccccc2)C(=O)N1Cc1ccccc1	2	-1.3	0	-16	1.0	-1.9	-1.0	3.1	-0.8	7	19
COc1cccc(CN2CCN(c3ccc(F)cc3)CC2)c1OC	3	-0.8	2	8	-0.8	-1.6	-0.2	0.3	0.1	-1	-12
Cc1cccc(-n2c(O)c(C=Nc3ccc(S(N)(=O)=O)cc3)c(=O)[nH]c2=O)c1	-1	-0.9	0	1	1.4	-0.9	-1.6	2.9	0.2	-7	-10
Nc1nc(N)c2cnnn2n1	2	-0.3	-1	10	0.8	-0.7	3.4	0.3	-0.5	-4	-9
Cc1cc(N(CCCl)CCCl)ccc1C=Cc1ccncn1	i	-0.6	i	-16	-1.4	5.2	-1.5	-1.1	-1.2	-8	-35
Cc1[nH]c2ccccc2c1CCN	-14	0.2	-5	-2	-0.3	0.8	0.9	-1.6	0.6	-4	-10
CN1C(=O)N(C)C(=O)C2(Cc3ccccc3N3CCCC32)C1=O (centres undefined)	-66	0.6	-61	-1	.	0.9	3.5	1.6	-0.6	-21	-57
O=C(c1ccc(F)cc1)N1CCC2(CC1)OCCO2	-4	-0.3	0	3	1.5	2.3	-0.6	-0.4	-0.2	0	6
COc1ccc(CCNCc2sccc2C)cc1OC	-3	-1.6	2	2	0.7	4.3	0.0	0.5	-0.2	-4	-3
CC(=O)Nc1ccc(S(=O)(=O)NC(CC(=O)N2CCC3(CC2)OCCO3)C(C)C)cc1 (centres undefined)	1	-1.3	4	8	0.3	1.9	-1.5	-0.9	-0.5	0	4
COC(=O)C1=C(c2ccc3ccccc3c2)C[C@@H]2CC[C@H]1N2C(=O)NC1CC1	-1	-1.8	1	-2	1.7	0.1	-2.7	-2.2	-0.9	-4	-7
CCCCOc1ccc(CN2CCN(CC)CC2)cc1	1	-1.2	0	1	0.9	2.0	-1.2	1.1	0.3	0	-3
OCCNc1c2c(nc3ccccc13)CCCC2	2	-0.7	1	6	-1.0	1.5	-1.9	-0.4	-0.4	-3	-1
COc1cc(CN=C(C)c2c(O)n(C3CCCCC3)c(=O)[nH]c2=O)cc(OC)c1	-7	-2.1	1	0	0.5	-1.6	-3.2	1.5	-0.8	1	8
O=C1C(=Cc2ccccc2)N2CCC1CC2	4	-1.0	6	5	-1.1	0.8	1.4	0.6	-0.2	1	-5
Cc1cccc(Cn2cc(C=O)c3ccccc32)c1	-5	-1.6	-2	-9	0.4	-2.8	-1.6	-2.0	-0.8	3	8
O=[N+]([O-])c1ccc(CNCCc2ccccc2)cc1	0	-1.9	-1	-7	-1.3	0.4	-0.2	-0.9	-0.3	-3	-1
CC(Cc1ccccc1)[n+]1cc(/N=C(\[O-])Nc2ccccc2)on1 (centres undefined)	5	-1.2	3	-4	1.3	1.7	-0.7	2.9	-0.6	0	1
C[N+](C)(C)CC#CCN1CCCC1=O	2	-0.9	1	8	0.5	0.1	-0.5	0.1	-0.2	-2	-2
CC(C)(C)n1nnnc1C(CCc1ccccc1)N1CCC2(CC1)C(=O)NCN2c1ccccc1 (centres undefined)	3	-0.9	-1	2	.	0.9	-1.6	.	-1.1	0	-5
O=C1NCN(c2ccccc2)C12CCN(C(c1cc3ccccc3o1)c1nnnn1-c1ccc3c(c1)OCCO3)CC2 (centres undefined)	-3	-0.6	3	-9	.	-1.9	-0.6	.	-1.6	4	17
O=C(Cn1cnc2ccccc2c1=O)NCCC(=O)N1CCC2(CC1)OCCO2	2	-0.8	0	-3	0.2	1.7	-0.1	-0.5	0.6	-9	1
Cn1c(O)c(C(c2ccccn2)c2c(O)n(C)c(=S)[nH]c2=O)c(=O)[nH]c1=S	-3	-0.9	-5	0	0.7	-0.7	0.6	-1.1	0.4	-4	-10
CN(C)c1ccc(/C=C2/C(=O)NC(=O)N(Cc3ccco3)C2=O)cc1	-3	-0.9	1	-6	0.7	1.5	-1.8	1.6	-0.2	-2	-7
CC(=O)N1N=C(c2cccnc2)CC1c1ccccc1O (centres undefined)	1	-0.6	-1	6	1.4	-0.7	-0.6	3.5	-0.4	-6	-4
Cc1ccc(Cn2nnnc2CN2CCC(n3nnc4ccccc43)CC2)cc1	-2	-1.3	2	-11	-0.8	-1.4	-2.7	-0.1	0.2	-1	-3
COc1ccc2c(c1)CC1(CN2C)C(=O)NC(=O)N(c2ccc(F)cc2)C1=O (centres undefined)	-39	-1.0	-27	-9	0.7	2.3	6.0*	-2.2	-0.2	-7	-21
COc1ccc(OC)c(NC2=NCCCS2)c1	-3	-0.9	1	2	0.8	-0.4	1.0	0.0	0.1	-2	9

Single records, as listed above. Order of screens: PLC-beta3 inh | ssDAF12 agonist | PLCg1 inh | sPLA2-III inh | DAX1 inh-2 | hgDAF-12 ag | hcDAF-12 act | GAA850 FXN act | DAX1 inh-1 | ADAM17 inh | ADAM10 inh
Results for CC(C)(C)n1nnnc1C(CCc1ccccc1)N1CCC2(CC1)C(=O)NCN2c1ccccc1 (centres undefined) : 3 | -0.9 | -1 | 2 | . | 0.9 | -1.6 | . | -1.1 | 0 | -5
Results for COc1ccc2c(c1)CC1(CN2C)C(=O)NC(=O)N(c2ccc(F)cc2)C1=O (centres undefined) : -39 | -1.0 | -27 | -9 | 0.7 | 2.3 | 6.0* | -2.2 | -0.2 | -7 | -21

In the list so far, these have a carbonyl joined to an NH by a bond outside any ring.
smiles	PLC-beta3 inh	ssDAF12 agonist	PLCg1 inh	sPLA2-III inh	DAX1 inh-2	hgDAF-12 ag	hcDAF-12 act	GAA850 FXN act	DAX1 inh-1	ADAM17 inh	ADAM10 inh
CC(=O)Nc1ccc(S(=O)(=O)NC(CC(=O)N2CCC3(CC2)OCCO3)C(C)C)cc1 (centres undefined)	1	-1.3	4	8	0.3	1.9	-1.5	-0.9	-0.5	0	4
COC(=O)C1=C(c2ccc3ccccc3c2)C[C@@H]2CC[C@H]1N2C(=O)NC1CC1	-1	-1.8	1	-2	1.7	0.1	-2.7	-2.2	-0.9	-4	-7
O=C(Cn1cnc2ccccc2c1=O)NCCC(=O)N1CCC2(CC1)OCCO2	2	-0.8	0	-3	0.2	1.7	-0.1	-0.5	0.6	-9	1

Next structures
smiles	PLC-beta3 inh	ssDAF12 agonist	PLCg1 inh	sPLA2-III inh	DAX1 inh-2	hgDAF-12 ag	hcDAF-12 act	GAA850 FXN act	DAX1 inh-1	ADAM17 inh	ADAM10 inh
CC(C)(C)n1nnnc1C(c1cc2ccccc2o1)N1CCC2(CC1)C(=O)NCN2c1ccccc1 (centres undefined)	3	-0.9	0	-5	.	-1.1	-0.5	.	-0.4	1	1
O=C(Nc1ccc(F)c([N+](=O)[O-])c1)N1C[C@H]2C[C@@H](C1)c1cccc(=O)n1C2	-2	-1.0	6	2	-0.7	-2.5	0.4	0.4	0.1	1	0
C=CCn1c(O)c(C(C)=Nc2cccc(C(F)(F)F)c2)c(=O)[nH]c1=O	-7	-1.1	-2	5	-1.1	0.3	-0.2	1.8	-0.3	-4	-7
CCC(=NCC1CCCO1)c1c(O)n(-c2ccc(OC)cc2)c(=O)[nH]c1=O (centres undefined)	-10	-1.0	-1	10	0.6	2.4	-2.1	-0.6	0.5	-4	-1
CC(=NCc1ccc(F)cc1)c1c(O)n(C)c(=O)n(C)c1=O	1	-1.8	1	1	0.4	-4.3	-0.5	-0.1	-0.2	-4	-7
Cc1ccc(N=C(/N=C(\N)N[N+](=O)[O-])Nc2ccc(C)cc2)cc1	-2	-1.5	2	0	-0.4	-3.4	-1.9	-0.1	-0.6	0	2
CC(=O)O[C@@H]1CC[C@]2(C)C3CC[C@@]4(C)C(C[C@@H](O)[C@@H]4O)C3[C@@H](OC(C)=O)C[C@H]2C1 (some centres undefined)	6	-1.1	6	-5	0.1	0.5	-0.5	-1.3	-0.2	-3	-5
O=[N+]([O-])NC1=NCN(Cc2ccco2)CN1Cc1ccco1	3	-0.7	1	-1	-0.5	-1.6	-0.8	1.9	0.6	0	-1
O=C(O)COc1cc(Cl)c(Cl)cc1Cl	-1	-0.4	-2	-3	.	1.6	-1.5	-0.5	-0.1	-2	-6
CN(C)c1ccc2c(c1)N=C(c1ccco1)OP2(=S)N1CCOCC1 (centres undefined)	-24	1.9*	-16	-1	0.1	3.5	7.6*	3.4	1.3	-7	-11
